Assay outcomes (PubChem BioAssay)
MRP1 act = activates MRP-1 | H69AR cells + doxorubicin, viability rescue, CellTiter-Glo | viability increase, % at 10 µM | AID 799 | actives 0.61% (n = 140,000);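 active = viability gain under doxorubicin at or above a set limit, the compound median plus 3 SD, cut at about 4.7% in these data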;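 also: MRP-1 overexpressing cells given doxorubicin 25 µM after compound pretreatment; 18-22 h compound pretreatment then 72 h with doxorubicin before readout; 0% = doxorubicin-only wells and 100% = vehicle-treated cells without doxorubicin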
E-sel TNF inh = TNF alpha driven E-selectin expression inhibition; HUVEC TNFa-induced E-selectin immunofluorescence, high content; inhibition, % at 2 µM; actives 0.71% (n = 120,000); AID 1246;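 active = inhibition above the batch mean plus 3 SD, and confirmed as a hit on visual image review, cut at about 43% in these data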;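 also: 0% = TNF-stimulated DMSO wells and 100% = unstimulated control wells; not every result past the cut was called active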
Measles CPE = protection of cells from measles virus. Measles virus-infected cells, CPE protection, absorbance. actives 1.5% (n = 140,000). AID 841. protection (pct of control), % at 4 µM; in the data active = protection mostly above about 24%, no sharp cut-off; inactive = mostly below about 26%; also: some compounds called inactive have numbers as strong as hits
NPY-Y2 antag = antagonists of human neuropeptide Y receptor Y2; inhibition, % at 2.7 µM; actives 0.99% (n = 140,000); NPY-Y2 expressing cells, antagonist mode; P49146; in the data active = inhibition above about 17%;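 also: 0% = vehicle with agonist challenge and 100% = reference antagonist with challenge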
Target sequence (P49146 whole entry, looked up): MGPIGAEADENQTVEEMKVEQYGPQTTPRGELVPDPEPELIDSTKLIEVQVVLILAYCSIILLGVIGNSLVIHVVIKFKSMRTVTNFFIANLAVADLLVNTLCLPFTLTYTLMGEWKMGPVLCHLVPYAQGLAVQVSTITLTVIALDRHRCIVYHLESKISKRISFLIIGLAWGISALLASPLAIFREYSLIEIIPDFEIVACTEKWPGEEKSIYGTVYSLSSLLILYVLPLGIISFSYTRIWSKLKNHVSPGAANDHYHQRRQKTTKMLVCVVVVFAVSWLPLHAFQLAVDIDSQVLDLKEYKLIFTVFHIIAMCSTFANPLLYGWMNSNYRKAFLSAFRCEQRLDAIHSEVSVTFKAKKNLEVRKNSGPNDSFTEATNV
PTEN del growth = suppresses growth of cells with PTEN deletion. HCT116 PTEN-null viability, CellTiter-Glo, 60 h; hits give low values. actives 1.2% (n = 140,000). viability, % at 10 µM;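 active = viability at or below a set limit, 4 SD under the median of all tested compounds, cut at about 3.7% in these data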;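 also: PTEN knockout HCT116 line with beta catenin targeted HCT116 as companion control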
BB579 growth dn = chemicals that inhibit yeast BB579 growth in restrictive medium (lifespan-shortening candidates); S. cerevisiae BB579 growth, OD615, 48 h; inhibition, % at 10 µM; actives 0.51% (n = 140,000); AID 804;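 active = inhibition above a set limit, 3 SD over the mean compound inhibition, cut at about 44% in these data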; also: inactives centre near -24
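Test system: S. cerevisiae DeaD strain BB579 yeast; Medium: restrictive CSMM-D medium; Compound: one dose, 10 µM compound with 0.25% DMSO; Incubation: 4 h cell preincubation, 48 h compound exposure, 30 °C humidified; Signal: OD at 615 nm; Benchmarks: amphotericin B at 10 µg/mL as positive control.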
GALR2 blocker = GALR2 (human) receptor antagonism; GALR2-expressing cells, antagonist mode; inhibition, % at 4 µM; actives 0.39% (n = 140,000); AID 828; in the data active = inhibition above about 27%;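 also: cells stimulated with galanin 1-16 at roughly its EC80; 0% = agonist challenge control and 100% = basal control without agonist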
Target sequence (O43603 whole entry, looked up): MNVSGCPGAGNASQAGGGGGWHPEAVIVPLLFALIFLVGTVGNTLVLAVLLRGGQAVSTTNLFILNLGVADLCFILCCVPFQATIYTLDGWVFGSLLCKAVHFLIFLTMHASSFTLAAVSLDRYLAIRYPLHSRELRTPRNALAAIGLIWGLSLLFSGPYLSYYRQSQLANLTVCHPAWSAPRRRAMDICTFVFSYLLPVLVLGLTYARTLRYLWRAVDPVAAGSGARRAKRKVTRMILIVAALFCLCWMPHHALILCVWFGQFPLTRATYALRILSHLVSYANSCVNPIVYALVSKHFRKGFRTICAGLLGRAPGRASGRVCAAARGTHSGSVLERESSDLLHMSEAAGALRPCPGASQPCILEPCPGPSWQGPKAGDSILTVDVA
Phagocytosis inh = inhibitors of macrophage phagocytosis; inhibition, % at 5 µM; J774A.1 macrophage IgG-bead phagocytosis, imaging; actives 0.07% (n = 110,000);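 active = inhibition above the mean of the plate negative controls plus 5 SD, cut at about 13% in these data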;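 also: phagocytic index as fraction of beads internalized from green versus red external bead signal; plate controls were DMSO negative control for no effect and cytochalasin-D positive control for full effect; some results beyond the cut were filed as inactive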
HCT116 bCat-KO = beta-catenin-lacking colon tumor cell growth suppression; actives 1.5% (n = 140,000); viability, % at 10 µM; HCT116 beta-catenin knockout viability, CellTiter-Glo, 60 h; hits give low values; AID 818;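 active = viability at or under a set limit, the compound median less 4 SD, cut at about 6% in these data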;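 also: 0% = Hyamine 1622 control at 20 µM and 100% = untreated cell control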
Yeast life ext = yeast lifespan extension; S. cerevisiae growth with nicotinamide, OD615; deaD strain in restrictive glucose medium; inhibition of the nicotinamide effect, % at 10 µM; actives 0.68% (n = 130,000); AID 775;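 active = inhibition above a set limit, placed 3 SD over the median of all compounds, cut at about 26% in these data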;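 also: 0% = nicotinamide-treated wells and 100% = cells grown without nicotinamide; some compounds called inactive have numbers as strong as hits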
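Buffer or medium: CSMM-D glucose medium, restrictive; test system: modified budding yeast, DeaD strain; compound: single dose 10 µM compound, 0.25% DMSO; schedule: culture preincubation 4 h, compound exposure 48 h, both 30 °C; detection: optical density (absorbance) at 615 nm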
The depositor's hits bear a star; . = not tested or not shown.

SMILES | MRP1 act | E-sel TNF inh | Measles CPE | NPY-Y2 antag | PTEN del growth | BB579 growth dn | GALR2 blocker | Phagocytosis inh | HCT116 bCat-KO | Yeast life ext
COc1ccc(Cl)cc1C(=O)Nn1c(C)nc2ccccc2c1=O | -3.8 | . | 6 | 3 | 83 | -43 | -12 | . | 95 | -9
Cc1cc(C)c2nc(N3CCCN(C(=O)c4ccco4)CC3)c(C#N)cc2c1 | -4.2 | -4 | 1 | 4 | 8 | -46 | 0 | 0 | 11 | 2
O=C(CCC(=O)c1ccccc1)Nc1cccnc1 | 0.3 | 10 | 18 | 4 | 108 | -1 | 2 | 1 | 96 | -15
C/C(=N\NC(=O)Cn1c(C)nc2ccccc21)c1cccs1 | -0.1 | 21 | 3 | 4 | 84 | -14 | 7 | -7 | 83 | 5
OCCc1ccc(-c2ccc(Cl)cc2)o1 | 0.2 | -1 | 37* | 2 | 94 | -56 | 10 | 1 | 97 | -34
COc1ccc(S(=O)(=O)Cc2ccc(C(=O)NCc3ccccn3)o2)cc1 | -0.1 | . | 3 | 1 | 100 | -18 | -3 | 0 | 92 | -4
CC1CCN(C(=O)CSc2nc3c(cnn3-c3ccccc3)c(=O)[nH]2)CC1 | -3.9 | . | 20 | 2 | 79 | -3 | 0 | 1 | 83 | -4
Cc1cc(C(C)(C)C)oc1C(=O)N(CC(=O)NC1CCCC1)c1c(C)cccc1C | -2.1 | -21 | 7 | 10 | 47 | -41 | -6 | 1 | 51 | -2
Cc1cc(C(C)(C)C)oc1C(=O)N(CC(=O)NC1CCCC1)Cc1ccccc1Cl | 1.1 | -9 | 15 | 27* | 59 | -50 | 6 | 0 | 51 | -19
Cc1ccccc1S(=O)(=O)Oc1ccccc1C(=O)Oc1ccccc1 | -3.7 | -47 | 4 | 14 | 71 | -12 | -9 | . | 77 | -13
Cc1cc(N/C=C\C(=O)c2ccc(Cl)c(Cl)c2)no1 | 0.5 | 1 | 10 | 0 | 92 | -34 | -9 | 0 | 108 | -26
O=S(=O)(c1ccccc1)c1cnn(-c2ccccc2)c1-c1ccc(F)cc1 | -2.7 | -15 | 36 | 10 | 69 | -39 | -12 | 0 | 72 | -2
Cc1onc(-c2ccccc2Cl)c1C(=O)NCCCN1CCOCC1 | -0.1 | . | 6 | 1 | 94 | -33 | -1 | -4 | 96 | -4
Cc1ccccc1OCC(=O)N(Cc1nc(-c2ccccc2)no1)C(C)C | -0.4 | -17 | 4 | 14 | 83 | -39 | 12 | -2 | 94 | -9
COCCNC(=O)c1ccc(CS(=O)(=O)c2ccc(OC)cc2)o1 | -2.5 | . | 8 | 1 | 102 | -25 | -6 | . | 91 | -4
O=C1NCN(c2ccccc2)C12CCN(c1nnnn1-c1ccccc1)CC2 | -1.2 | 12 | 25 | 7 | 85 | 12 | -12 | -1 | 101 | -20
CC(=O)N1N=C(c2ccccc2)CC1c1ccccc1[N+](=O)[O-] (centres undefined) | -3.6 | . | 0 | 0 | 80 | -10 | 17 | -4 | 79 | -2
CN1C(=O)OC2(C)CCc3ccccc3C12C (centres undefined) | -0.2 | 6 | 20 | -3 | 103 | 4 | -5 | 0 | 99 | -2
CCOC(=O)c1csc(Nc2nc3ccc(F)cc3s2)n1 | 0.2 | -31 | 5 | -1 | 5 | -45 | -9 | 0 | 4.7* | -16
CCOC(=O)Cn1c(-c2cccnc2Cl)nc2cc(Cl)c(Cl)cc21 | -3.0 | -82 | 5 | 3 | 95 | -30 | -8 | 0 | 87 | 0
O=C(CN1CCCCC1)N1CCCc2ccccc21 | -1.4 | 26 | 9 | 3 | 90 | -21 | -13 | 0 | 84 | -10
COC(=O)c1ccccc1NC(=O)c1c(O)c2c([nH]c1=O)CCCC2 | -1.8 | . | 7 | 1 | 92 | -11 | 17 | -1 | 82 | -6
COc1cc(C)c(-c2cc(C(=O)O)c(C)o2)cc1C(C)C | -0.7 | 25 | 10 | 0 | 108 | -36 | -8 | -1 | 95 | -12
CCCCCCNC(=O)c1cc(-c2ccco2)nc2ccccc12 | -4.2 | 1 | 19 | 66* | 43 | -47 | 12 | . | 48 | .
Cc1cc2oc(=O)cc(COC(=O)Cn3cnnn3)c2cc1C(C)C | -2.8 | -44 | 14 | 1 | 100 | -28 | 2 | . | 100 | -3
CCS(=O)(=O)N1CCN(C2CCC(c3ccccc3)CC2)CC1 (centres undefined) | -2.3 | 3 | 6 | 0 | 82 | -9 | 13 | 0 | 82 | 4
CC(C)(C)C(=O)Nc1ccc(C(=O)N/N=C/c2ccccc2OC(=O)c2ccc(Cl)cc2Cl)cc1 | -4.0 | -33 | 4 | 4 | 12 | 0 | -12 | 1 | 8 | 0
Cc1cccc(-n2c(Cc3cc(=O)[nH]c(=O)[nH]3)nnc2SC(C)C)c1 | -3.0 | -17 | 13 | 7 | 99 | -39 | 1 | . | 90 | -5
O=C(CN1CCC(NC(=O)c2ccco2)CC1)Nc1cccc2ccccc12 | -2.9 | 4 | 9 | 2 | 87 | -13 | 4 | . | 91 | .
Brc1nnc2n1-c1ccccc1Sc1ccccc1-2 | -2.5 | -1 | 35 | 5 | 76 | -40 | 6 | . | 82 | .
O=C(CSCc1ccco1)Nc1cc(C(F)(F)F)ccc1N1CCOCC1 | -2.3 | . | 18 | 7 | 70 | -47 | -7 | . | 63 | -11
CCC(C)(C)NC(=O)C(c1ccccc1F)N(C(=O)c1ccn[nH]1)c1ccccc1 (centres undefined) | 2.2 | -17 | 14 | 4 | 86 | -22 | 5 | . | 89 | .
CCCCCCCC1CC(CSc2ncn[nH]2)OC1=O (centres undefined) | 10* | 5 | 6 | 3 | 78 | -12 | 3 | . | 87 | .
O=C1c2ccc(Oc3ccc4c(c3)C(=O)N(CCCO)C4=O)cc2C(=O)N1CCCO | -1.9 | -18 | 9 | 2 | 99 | -21 | -11 | 1 | 96 | -2
COc1ccc(C(c2sc3nc(C)nn3c2O)N2CCC(C(N)=O)CC2)cc1OC (centres undefined) | -1.5 | -4 | 14 | 1 | 100 | -3 | 3 | -2 | 90 | -6
Cc1ccc(CC(NC(=O)c2ccccc2)C(=O)NC(C)C(=O)O)cc1 (centres undefined) | -1.3 | -45 | 6 | 3 | 76 | -43 | 5 | 0 | 92 | -12

At a glance, two of the compounds above:
SMILES | MRP1 act | E-sel TNF inh | Measles CPE | NPY-Y2 antag | PTEN del growth | BB579 growth dn | GALR2 blocker | Phagocytosis inh | HCT116 bCat-KO | Yeast life ext
Brc1nnc2n1-c1ccccc1Sc1ccccc1-2 | -2.5 | -1 | 35 | 5 | 76 | -40 | 6 | . | 82 | .
O=C(CSCc1ccco1)Nc1cc(C(F)(F)F)ccc1N1CCOCC1 | -2.3 | . | 18 | 7 | 70 | -47 | -7 | . | 63 | -11

Continued:
SMILES | MRP1 act | E-sel TNF inh | Measles CPE | NPY-Y2 antag | PTEN del growth | BB579 growth dn | GALR2 blocker | Phagocytosis inh | HCT116 bCat-KO | Yeast life ext
COc1ccc(Cl)cc1N1C(=O)C2CCCN2C1c1ccc(F)c(F)c1 (centres undefined) | -2.7 | . | 9 | 2 | 85 | -29 | -2 | 0 | 95 | -1
Cn1nc(C(F)(F)F)c(C(=O)Nc2cccc(C(F)(F)F)c2)c1SCc1ccc(Cl)cc1 | -6.8 | . | 9 | 7 | 12 | -63 | 12 | . | 29 | 22
O=C(NCC1COc2ccccc2O1)c1ccc(NC(=O)c2ccco2)cc1 (centres undefined) | 1.4 | 12 | 4 | 3 | 104 | -44 | -2 | 0 | 99 | -17
CN(C)N1C(N)=C(C#N)C(c2ccsc2)C2=C1CCCC2=O (centres undefined) | -3.0 | . | 3 | 2 | 94 | -20 | 3 | -5 | 96 | 0
Cc1ccc(/C=C2/NC(=O)N(Cc3ccccc3F)C2=O)o1 | -0.4 | 12 | 13 | 5 | 78 | -16 | 9 | -4 | 62 | -4
Cc1nc(=O)c(-c2ccccc2)c(C)n1CCO | -2.5 | -25 | 3 | -2 | 100 | -26 | 1 | . | 94 | 3
COc1ccc(NC(=O)CCC(=O)OCc2ccc(C(=O)Oc3ccc(Cl)cc3)cc2)cc1 | -4.5 | -48 | 28 | 2 | 91 | -15 | 2 | -2 | 88 | -7
O=C(C1c2ccccc2C(=O)N2CCc3ccccc3C12)N1CCN(Cc2ccccc2)CC1 (centres undefined) | -2.7 | -13 | 7 | 10 | 84 | -36 | 6 | 1 | 75 | -16
CCOC(=O)C1Cn2c(nc3c(c2=O)C(C)(CC)Cc2ccccc2-3)S1 (centres undefined) | 1.8 | 37 | 3 | 0 | 77 | -27 | -5 | 8 | 80 | -3
O=C(OCC(=O)c1cccs1)c1ccccc1 | 0.1 | -44 | 6 | 0 | 102 | -27 | -1 | 0 | 92 | -7
CCc1cc(C(=O)c2ccccc2OC)c(N)s1 | -0.7 | . | 5 | 0 | 86 | -65 | -4 | -1 | 83 | 6
COc1ccc(/C=C/c2nc(N)nc(-c3ccccc3O)n2)cc1OC | -3.2 | . | 4 | 3 | 33 | -43 | -9 | -15 | 47 | -6
N=c1sccn1CC(=O)Nc1cccc(Oc2ccccc2)c1 | -4.3 | 16 | 9 | 7 | 84 | 13 | 8 | . | 78 | -3
Cc1ccc2nc(-c3sc4nc(C)cc(C)c4c3N)[nH]c2c1 | -3.7 | -1 | 10 | 1 | 83 | -17 | 24 | . | 78 | .
O=C(C1CCCO1)N1CCN(C(c2ccccc2)c2ccccc2)CC1 (centres undefined) | -3.0 | -17 | 18 | 6 | 104 | -21 | 11 | -2 | 101 | -21
Cc1cnc(C(=O)Nc2nnc(C3CC3)s2)cn1 | 1.9 | . | 3 | 0 | 104 | -6 | 7 | . | 92 | -18
Cn1nc(-c2ccccc2)c(-c2nc(-c3cccc(C(F)(F)F)c3)no2)c1Cl | 0.9 | -5 | 4 | 0 | 81 | -15 | 16 | -1 | 73 | -4
O=C(N/N=C/c1ccco1)c1ccncc1 | -0.7 | -15 | 7 | -2 | 97 | -42 | -18 | 2 | 122 | -19
COc1ccc(-c2nnc3c4ccccc4c(C)nn23)cc1 | -5.1 | 6 | 4 | 5 | 73 | 49* | 11 | 2 | 77 | -5
COc1ccc(CCNC(=O)CSc2nnc(CNc3ccc(Cl)cc3)o2)cc1OC | -0.5 | -6 | 23 | 5 | 98 | -38 | 0 | . | 94 | 3
CC1(C)Oc2ccc(NC(=O)C3COc4ccccc4O3)cc2O1 (centres undefined) | -1.8 | . | 2 | 8 | 76 | -18 | -8 | 0 | 72 | -15
O=C(CNC(=O)/C(=C\c1ccc(F)cc1)NC(=O)c1ccccc1)OCc1ccccc1 | -0.9 | 9 | 1 | 0 | 107 | -28 | -2 | . | 98 | -1
CCOC(=O)N1CCN(C(=O)CN(c2ccc(Oc3ccccc3)cc2)S(C)(=O)=O)CC1 | -1.1 | 25 | 7 | 2 | 83 | -46 | 7 | 0 | 82 | -6
O=C(CCl)Nc1ccccc1Sc1ccccc1 | -5.5 | -1 | 46* | 1 | 41 | 9 | -2 | 0 | 42 | -8
COc1ccc(-c2cc3nc(C)cc(N)n3n2)cc1 | -4.6 | -11 | 12 | 0 | 39 | -12 | 15 | . | 57 | -29
COc1ccccc1NC(=O)CCn1cccc1 | 0.5 | -2 | 3 | 3 | 114 | -65 | -6 | . | 94 | -15
